KOR beta-arrestin-1 = kappa opioid receptor blockers – cell-based, luminescence, uHTS (AID 1778) | inhibition, % at 10 µM; hits with a dose series show IC50 in µM | 290,000 tested, 0.091% active | KOR beta-arrestin recruitment, luminescence, antagonist mode; higher % means a stronger effect; also: strong numbers were not always called active
NOD2 inhibition = NOD2 signaling inhibitors, cell-based, luminescence, uHTS, HEK293 (AID 1566) | 290,000 tested, 0.63% active | HEK293 NOD2/NF-kB luciferase reporter, luminescence; higher % means a stronger effect | inhibition, % at 4 µM; hits with a dose series show EC50 in µM; also: many of its hits are not listed in these tables
GPR55 antagonists = GPR55 antagonists blocking LPI-driven arrestin recruitment, primary screen, imaging, U2OS, beta-arrestin-GFP, LPI agonist (AID 2013); one-dose inhibition, % at 10 µM; IC50 in µM for titrated hits; U2OS GPR55 beta-arrestin-GFP translocation imaging, LPI antagonism; higher % means a stronger effect; 290,000 tested, 0.13% active;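 active = spots per cell inhibited over 60%, with over 100 cells counted and total cytoplasm intensity under 500,000; inconclusive = wells with under 100 cells, flagged as likely toxic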;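 also: U2OS cells stably carrying GPR55 and arrestin-GFP stimulated by 5 µM LPI near EC80; imaged beta-arrestin-GFP aggregate spots per cell after agonist stimulation; plate controls were LPI-stimulated DMSO wells for no effect and DMSO wells without LPI for full effect; some results filed as inactive read as strong as hits; confirmed hits need IC50 under 10 µM and bright autofluorescent wells are also inconclusive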
T cell HTS = T cell immune modulators affecting CD8 T cell-vesicle binding; 2C CD8+ T cell-vesicle binding, flow cytometry; active compounds read low; calls only at 7 µM; 330,000 tested, 0.068% active;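 active = response, share of CD8 T cells binding vesicles, and their 90th percentile fluorescence all below set limits, cut at about 80% in these data, passing the limit was not always enough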
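incubation = binding step 1.5 h, 37 °C, antibody labelling 20 min, ice | test system = 2C mouse CD8+ T cells | read-out basis = percent CD8+ FL2 mean versus row control | controls = Peptide-free naked vesicles (low) and QL9 vesicles with 0.7% DMSO vehicle (high) | detection = flow cytometry of vesicle-bound cells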
NTR1 ag = NTR1-driven beta-arrestin-GFP spot formation – imaging, U2OS cells, high content, primary screen (AID 493036) | P30989 | agonist mode | activation, % at 20 µM | 330,000 tested, 0.17% active;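 active = activation at or above 40% of the spot to cytoplasm intensity ratio, with at least 20 cells analyzed; inconclusive = wells under 20 cells, flagged as cytotoxic or low count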;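 also: 0% = DMSO without peptide and 100% = 100 nM NTR1 peptide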
Target sequence (P30989 whole entry, looked up): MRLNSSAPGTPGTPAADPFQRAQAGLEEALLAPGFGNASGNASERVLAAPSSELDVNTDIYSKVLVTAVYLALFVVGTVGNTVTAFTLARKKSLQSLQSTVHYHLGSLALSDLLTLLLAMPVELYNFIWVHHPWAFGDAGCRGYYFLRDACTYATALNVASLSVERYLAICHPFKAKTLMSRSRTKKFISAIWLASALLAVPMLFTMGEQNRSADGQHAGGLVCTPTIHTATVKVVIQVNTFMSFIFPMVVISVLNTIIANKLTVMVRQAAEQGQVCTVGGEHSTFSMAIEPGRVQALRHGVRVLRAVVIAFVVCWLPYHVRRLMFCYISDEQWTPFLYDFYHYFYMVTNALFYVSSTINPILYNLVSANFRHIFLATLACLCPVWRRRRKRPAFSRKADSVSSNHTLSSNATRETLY
KOR beta-arrestin-2 = kappa opioid receptor activators – cell-based, luminescence, uHTS, primary screen (AID 1777); KOR beta-arrestin recruitment, luminescence; higher % means a stronger effect; one-dose activation, % at 10 µM; EC50 in µM for titrated hits; 280,000 tested, 0.02% active; in the data active = activation above about 50%, passing the limit was not always enough; also: a part of the inactive calls stands beside numbers as strong as those of hits
GPR55 activation = selective activators of receptor GPR55 – imaging, U2OS cells, beta-arrestin-GFP redistribution, primary screen (AID 1961) | activation, % at 10 µM; hits with a dose series show EC50 in µM | U2OS GPR55 beta-arrestin-GFP redistribution imaging; higher % means a stronger effect | 290,000 tested, 0.048% active;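 active = activation above 40% with more than 50 cells counted in the well; inconclusive = wells holding fewer than 50 cells, flagged as toxic or sparse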;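 also: U2OS osteosarcoma cells stably expressing GPR55 and beta-arrestin-GFP; plate controls were DMSO negative control for no effect and LPI positive control for full effect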
NOD1 inhibition = inhibition of NOD1-driven NF-kB reporter – cell-based, luminescence, uHTS, primary screen (AID 1578); NOD1-driven NF-kB luciferase reporter cells, luminescence; higher % means a stronger effect; inhibition, % at 4 µM; hits with a dose series show EC50 in µM; 290,000 tested, 1% active; in the data active = inhibition mostly above about 36%, no sharp cut-off; inactive = mostly below about 34%;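 also: HEK-293T reporter cells stimulated with the NOD1 agonist gamma-tri-DAP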
Myeloid diff 2 = myeloid differentiation induction | ER-HoxA9 myeloid progenitors, lysozyme-GFP differentiation, flow cytometry | AID 624256 | calls only at 10 µM | 360,000 tested, 1% active;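 active = normalized GFP-positive differentiation at or above the plate's own cutoff, the solvent-only control mean plus 3 SD; inconclusive = no clear call, values can overlap the other calls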;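 also: cells exposed to compound for four days before flow analysis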
T cell HTS vesicle-bound % = recorded beside T cell HTS, whose call it bears; double positive events, %; measured here: CD8+ vesicle-bound cell fraction;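 binding gate set so that unloaded-vesicle control wells show 10% double positive cells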
NTR1 ag cell count 20 µM = also measured in NTR1 ag; calls as there; cell count; measured here: cell count, cytotoxicity flag
Myeloid diff 2 GFP+ MAC1+ % = recorded beside Myeloid diff 2, whose call it bears; GFP+ MAC1+ double positive, %; measured here: differentiation confirmed by MAC1 staining
Active calls of the source: *; i = inactive; ? = inconclusive; nt = no result given; [ ] = remark or other dose. Rule as the data show it, unless noted: active = inhibition above about 50%; inactive = the rest.

Every second line gives: KOR beta-arrestin-1, NOD2 inhibition, GPR55 antagonists, T cell HTS, T cell HTS vesicle-bound %, NTR1 ag, NTR1 ag cell count 20 µM, KOR beta-arrestin-2, GPR55 activation, NOD1 inhibition, Myeloid diff 2, Myeloid diff 2 GFP+ MAC1+ %
Cc1cc2cc(CNC(=O)CC(C)C)ccc2n1C
→ 8%, 26%, -3%, i, 41, 1.9, 79, -1.2%, -0.1%, -31%, i, 0.5
O=C(CN(C(=O)c1csnn1)c1ccccc1F)NCc1ccc2c(c1)OCO2
→ 0%, 5%, 15%, i, 28, -0.1, 50, -1.3%, 0.2%, -10%, i, 0.5
O=C(COC(=O)c1ccc(Cl)nc1)NCc1ccco1
→ -24%[20 µM], -7%, -3%, i, 51, -0.5, 41, nt, -0.1%, -31%, i, 0.4
Cc1ccc(C)c(-n2c(SCC(=O)O)nc3sc4c(c3c2=O)CCCC4)c1
→ -3%, -18%, 4%, i, 19, 0.9, 61, 1.8%, 0.7%, 30%, i, 1.1
CCCc1nnc(NC(=O)CCCC(=O)O)s1
→ -21%, 8%, -2%, i, 51, 0.3, 48, -3.2%, -0.4%, -22%, i, 1.5
O=C(/C=C/c1ccccc1)Nc1ccc(Cl)cn1
→ -137%[20 µM], -205%, -17%, nt, nt, nt, nt, 2.0%, 0.1%, -50%, ?, nt
CC(C)NC(=O)COC(=O)/C=C/c1ccco1
→ -45%, -6%, -9%, i, 45, 0.0, 58, -0.5%, 0.2%, -11%, i, 0.5
COC(=O)C1=C(C)N=C2SCCC(=O)N2C1/C=C/c1ccccc1 (configuration not stated)
→ nt, -6%, -4%, i, 12, 0.6, 54, nt, 0.1%, 12%, i, 0.8
Cc1ccc(NC(=S)NC(=O)c2ccc(-c3ccc(Cl)cc3)o2)c(O)c1
→ -3%, -27%, 1%, i, 34, 18, 48, -7.8%, -0.3%, -51%, i, 0.4
Cc1cc(NC(=O)COC(=O)c2c(C)noc2C)ccc1Br
→ 16%, 14%, 6%, i, 48, 0.3, 42, 1.7%, 2.1%, -15%, i, 0.4
COc1cc(NC(=O)COC(=O)c2ccc(C)c(S(=O)(=O)N3CCCCC3)c2)c(C)cc1[N+](=O)[O-]
→ 2%, 10%, 6%, i, 11, 1.7, 53, -1.1%, -0.2%, -20%, i, 2.4
Cc1cccc(/C=N\Nc2cn[nH]c(=O)c2Cl)c1
→ -48%, -47%, 17%, i, 43, 0.5, 73, 3.5%, 0.2%, -15%, i, 0.4
CCOC(=O)N1CCC(NC(=O)C2CCN(S(=O)(=O)N3CCC(C)CC3)CC2)CC1
→ -16%, 6%, 17%, i, 49, -0.2, 90, 0.3%, -0.1%, -1%, i, 5.5
O=C(CN1C(=O)NC2(CCCc3ccccc32)C1=O)N1CCc2ccccc2C1 (configuration not stated)
→ 33%, 10%, 2%, i, 27, -0.9, 46, -1.6%, -0.1%, -12%, i, 0.6
CC1CCN(c2ccccc2NC(=O)c2ccc(F)cc2)CC1
→ -19%, -10%, 17%, i, 17, 5.7, 86, -3.1%, -0.2%, 18%, i, 0.5
CC(OC(=O)C1=COCCO1)C(=O)Nc1cc(S(=O)(=O)N2CCCCC2)ccc1Cl (configuration not stated)
→ 2%, -6%, 7%, i, 54, -0.2, 47, -3.9%, -0.4%, -36%, i, 0.5
Cc1cc(C)c(NC(=O)CN2C(=O)NC3(CCCCC3)C2=O)c(Cl)c1
→ 19%, 4%, -28%, i, 14, 1.5, 55, 0.7%, -0.3%, 2%, i, 5.9
O=C(Nc1ccccc1C(F)(F)F)N1CCC(n2c(=O)[nH]c3ccccc32)CC1
→ nt, 12%, -14%, i, 37, -0.9, 37, nt, 0.8%, -21%, i, 1.7
Nc1ccc(-c2ccc(C(=O)O)s2)cn1
→ -16%, 5%, -1%, i, 31, 3.5, 94, -2.9%, -0.2%, -26%, i, 0.1
CC1(C)CC(=O)c2cnc(NC(=O)c3ccco3)nc2C1
→ 18%, 7%, -3%, i, 20, -1.3, 39, 1.0%, 0.0%, -22%, i, 1.5

Next compounds follow.
Every second line gives: KOR beta-arrestin-1, NOD2 inhibition, GPR55 antagonists, T cell HTS, T cell HTS vesicle-bound %, NTR1 ag, NTR1 ag cell count 20 µM, KOR beta-arrestin-2, GPR55 activation, NOD1 inhibition, Myeloid diff 2, Myeloid diff 2 GFP+ MAC1+ %
O=C(Nc1cc(S(=O)(=O)N2CCCCC2)ccc1N1CCCCC1)c1ccncc1
→ 7%, 14%, 9%, i, 58, 0.3, 64, 2.3%, 0.0%, 2%, i, 0.4
Cc1c(Cl)cccc1NC(=S)N1CCCN(Cc2ccccc2F)C1
→ -15%, -9%, -4%, i, 46, -1.2, 68, -2.2%, 0.3%, -37%, i, 0.5
Cc1ccc(S(=O)(=O)c2nc(-c3ccccc3)oc2NCc2cccnc2)cc1
→ 13%, 2%, 7%, i, 20, -0.3, 58, -5.1%, 0.3%, -30%, i, 1.4
O=C(Nc1ncc(Cc2ccccc2)s1)C1COc2ccccc2O1 (configuration not stated)
→ 4%, -172%, 4%, i, 67, 3.2, 53, -3.8%, 0.0%, -8%, i, 0.5
O=C(O)CCCCCCCCc1cn(CN2C(=O)c3ccccc3C2=O)nn1
→ -6%[20 µM], 3%, 3%, i, 14, 0.4, 75, nt, 0.0%, 12%, i, 1.7
COc1ccc(OC)c(/C=C2\SC(N3CCCC(C)C3)=NC2=O)c1 (configuration not stated)
→ -13%, -12%, -5%, i, 58, 6.3, 87, -1.0%, -0.1%, -16%, i, 0.5
CCCS(=O)(=O)N1CCC(C(=O)NCc2ccccc2Cl)CC1
→ -11%, 10%, -9%, i, 4, 0.4, 58, -3.1%, -0.2%, -27%, i, 1.1
O=c1[nH]c(COc2ccccc2)nc2ccccc12
→ 17%, -18%, 6%, i, 41, 0.0, 88, -1.5%, -0.1%, 3%, i, 0.4
C=CCN1CN(S(=O)(=O)c2cccs2)c2nc3ccccc3nc21
→ -8%, -1%, 0%, i, 12, 2.9, 63, 2.3%, -0.2%, -9%, i, 6.8
O=[N+]([O-])c1cc(S(=O)(=O)N2CCCC2)ccc1N/N=C/c1cccs1
→ -33%, 0%, 12%, i, 42, 3.8, 77, 40%, -0.4%, 10%, i, 0.5
COc1ccc(OC)c(C(=O)NC(CC(N)=O)c2ccc(N3CCC(Cc4ccccc4)CC3)c([N+](=O)[O-])c2)c1 (configuration not stated)
→ -36%[20 µM], 2%, 2%, i, 21, -0.2, 86, 7.6%, -0.2%, 10%, i, 1.4
Nc1nnc(SCC(=O)NCCOc2ccccc2)s1
→ 3%, 7%, -1%, i, 27, -0.3, 46, 3.1%, -0.3%, 8%, nt, nt
O=C1O/C(=C/c2ccccc2)c2ccccc21
→ 5%, 12%, 1%, i, 30, 1.3, 65, 1.6%, 0.2%, -10%, i, 1.2
Cc1onc(-c2ccccc2)c1C(=O)c1c[nH]c(C(=O)NCc2ccccn2)c1
→ 7%, 24%, -2%, i, 36, -0.7, 61, -9.0%, 0.8%, -6%, i, 1.1
S=C(NCc1ccncc1)Nc1cc(Cl)cc(Cl)c1
→ -18%, -2%, 6%, i, 62, 0.8, 42, 7.2%, 0.7%, -34%, i, 0.6
C=CCn1cccc(C(=O)Nc2cc(OC)ccc2OC)c1=O
→ -16%, -21%, 5%, i, 69, -1.5, 49, -0.6%, 1.1%, -13%, i, 0.3
Cc1nn(C)cc1C(C(=O)NC1CCCCC1)N(Cc1ccccc1Cl)C(=O)c1cnccn1 (configuration not stated)
→ 0%[20 µM], 11%, 1%, i, 6, 1.4, 42, 3.7%, -0.1%, -3%, i, 0.4
O=C1CCCN2N=C(SCC(=O)Nc3ccc(Br)cc3)SC2=N1
→ -12%, 25%, 4%, i, 29, 0.1, 49, -6.8%, -0.3%, -1%, i, 6.1
COc1ccc(/C(C)=N/Nc2nc3ccccc3nc2C)cc1
→ 3%, -15%, -3%, i, 41, 1.7, 65, 4.3%, -0.1%, -5%, nt, nt
CC1CCN(CC(=O)Nc2ccc(Cl)cc2[N+](=O)[O-])CC1
→ -3%, -5%, 4%, i, 19, 5.9, 59, -1.0%, 0.1%, -19%, i, 0.2

(continued)
Every second line gives: KOR beta-arrestin-1, NOD2 inhibition, GPR55 antagonists, T cell HTS, T cell HTS vesicle-bound %, NTR1 ag, NTR1 ag cell count 20 µM, KOR beta-arrestin-2, GPR55 activation, NOD1 inhibition, Myeloid diff 2, Myeloid diff 2 GFP+ MAC1+ %
Nc1c(N(CCC2=CCCCC2)C(=O)C2CC2)c(=O)[nH]c(=O)n1Cc1ccccc1
→ -2%, 6%, 5%, i, 66, 0.3, 59, 4.7%, 0.0%, -16%, i, 2.0
Cc1cccc2sc(N(CCCN(C)C)C(=O)c3ccco3)nc12
→ -14%, 4%, 6%, i, 35, -1.1, 61, -1.1%, 0.1%, -48%, ?, nt
O=C(NCc1ccccc1)NC1(C(=O)N2CCCC2)CCCCC1
→ -23%, -14%, -4%, i, 10, -0.9, 91, -4.4%, -0.2%, -7%, i, 0.3
COc1ccccc1C(=O)NCCn1cc(SCC(=O)Nc2nnc(C)s2)c2ccccc21
→ -38%, -8%, 6%, i, 31, 0.7, 72, 4.2%, 0.3%, 34%, i, 0.5
COc1ccc(-c2nc3cc([N+](=O)[O-])ccc3o2)cc1
→ -14%, -201%, 4%, i, 2, 1.1, 22, -1.5%, 4.0%, -14%, i, 0.5
Cc1ccc(-c2nc(N)c3c(-c4ccc(C)cc4)nn(C(C)(C)C)c3n2)cc1
→ 11%, -9%, 43%, i, 58, -0.1, 33, -4.4%, 0.1%, -2%, i, 0.9
Cc1ccc(SCc2cc(=O)[nH]c(/N=C(\N)Nc3ccccc3Sc3ccccc3)n2)cc1
→ 7%, -12%, -2%, i, 9, 2.3, 65, 2.2%, -0.1%, -18%, i, 0.7
Cc1ccc(SCC(=O)NC2CC2)cc1
→ -10%, -6%, 12%, i, 22, -0.3, 57, -2.7%, 0.2%, -30%, i, 0.6
COc1ccc(-c2[nH]ncc2CN(CCO)Cc2cccs2)c(F)c1
→ -28%, 12%, -6%, i, 37, 0.0, 90, 0.2%, -0.2%, -20%, i, 1.3
C=CCn1c(SCn2nnc3ccccc3c2=O)nnc1-c1ccc(Cl)cc1
→ 30%, 2%, 5%, i, 27, 2.1, 68, -1.7%, -0.1%, -14%, i, 1.6

High-throughput results (PubChem)

A portion of the library; the hit share may differ from the screen's.
